APP 5'UTR act = activates APP 5'UTR luciferase reporter. SH-SY5Y APP 5'UTR luciferase reporter, luminescence; zero percent = DMSO vehicle wells. activation, % at 2 µM. actives 1% (n = 190,000);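 active = activation above a set limit, based on mean plus 3 SD of controls, cut at about 140% in these data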; also: values of inactives mirror those of a sister screen read the other way
TNAP inh noacc = inhibitors of human TNAP without phosphate acceptor. P05186. inhibition, % at 20 µM. actives 0.26% (n = 200,000). AID 1012. purified TNAP, CDP-star luminescence, 30 min;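 active = tissue-nonspecific alkaline phosphatase inhibition above about 50% at 20 µM in the single-dose screen, limit read from the data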;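 also: 0% = DMSO negative control and 100% = EDTA positive control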
TNAP act hi DEA = activators of human TNAP at high phosphate acceptor concentration. 200,000 tested, under 10 active. activation factor at 20 µM. purified TNAP, CDP-star luminescence, 1 M DEA, 30 min; stronger effect = higher value; 0 = EDTA background, 1 = DMSO-only activity;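 active = activation factor at least 2 at 20 µM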
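Assay system: human TNAP; Input: enzyme diluted 1/800 final; Reagent: CDP-star luminogenic substrate at 100 µM final; Timing: 30 min, room temperature; Signal: luminescence; Evaluation: TNAP activation factor scaled between EDTA and DMSO control wells.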
PMI act satM6P = increases human PMI activity with near-saturating mannose 6-phosphate. P34949. coupled PMI enzyme assay, resazurin fluorescence, 20 min; stronger effect = higher value; 1 = untreated enzyme, 0 = substrate-free blank. activation factor at 20 µM. actives 0.34% (n = 190,000). AID 1216;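 active = activation factor of 2 or more at 20 µM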
Target sequence (P34949 whole entry, looked up): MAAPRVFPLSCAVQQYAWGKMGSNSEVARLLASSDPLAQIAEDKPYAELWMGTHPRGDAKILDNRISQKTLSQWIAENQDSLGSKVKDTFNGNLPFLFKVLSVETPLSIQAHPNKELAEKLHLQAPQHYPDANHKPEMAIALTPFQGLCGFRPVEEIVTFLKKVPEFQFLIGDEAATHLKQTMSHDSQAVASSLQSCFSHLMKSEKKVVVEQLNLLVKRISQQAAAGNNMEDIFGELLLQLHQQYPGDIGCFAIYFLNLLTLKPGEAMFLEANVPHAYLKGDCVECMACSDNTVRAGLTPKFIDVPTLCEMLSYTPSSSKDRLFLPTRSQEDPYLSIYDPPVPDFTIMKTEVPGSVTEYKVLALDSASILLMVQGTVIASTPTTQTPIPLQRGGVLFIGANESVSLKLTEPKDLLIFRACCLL
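Material: human phosphomannose isomerase with PGI, G6PDH, diaphorase coupling enzymes. Quantity: 15 ng/mL PMI. Medium: HEPES pH 7.4 buffer with MgCl2 and Tween-20. Reagent: Near-saturating mannose-6-phosphate, 1.0 mM. Compound: 20 µM single dose. Times: enzyme reaction with compound 20 min at room temperature. Detection: resorufin fluorescence at Ex 544/Em 590 nm.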
PMI act = phosphomannose isomerase (human) activation | P34949 | purified human PMI, coupled resazurin fluorescence, 20 min; stronger effect = higher value; 1 = vehicle control, 0 substrate-free wells | activation factor at 20 µM | actives 0.005% (n = 190,000);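 active = activation factor of 2 or more at 20 µM, relative to plate controls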
FLuc inh counter = inhibits firefly luciferase, flagging false hits in luciferase inhibition screens. P08659. ATPLite firefly luciferase biochemical luminescence, 10 min. inhibition, % at 10 µM. actives 1.5% (n = 200,000). AID 1006;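 active = inhibition above about 50% when tested at 10 µM, limit read from the data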
Target sequence (P08659 whole entry, looked up): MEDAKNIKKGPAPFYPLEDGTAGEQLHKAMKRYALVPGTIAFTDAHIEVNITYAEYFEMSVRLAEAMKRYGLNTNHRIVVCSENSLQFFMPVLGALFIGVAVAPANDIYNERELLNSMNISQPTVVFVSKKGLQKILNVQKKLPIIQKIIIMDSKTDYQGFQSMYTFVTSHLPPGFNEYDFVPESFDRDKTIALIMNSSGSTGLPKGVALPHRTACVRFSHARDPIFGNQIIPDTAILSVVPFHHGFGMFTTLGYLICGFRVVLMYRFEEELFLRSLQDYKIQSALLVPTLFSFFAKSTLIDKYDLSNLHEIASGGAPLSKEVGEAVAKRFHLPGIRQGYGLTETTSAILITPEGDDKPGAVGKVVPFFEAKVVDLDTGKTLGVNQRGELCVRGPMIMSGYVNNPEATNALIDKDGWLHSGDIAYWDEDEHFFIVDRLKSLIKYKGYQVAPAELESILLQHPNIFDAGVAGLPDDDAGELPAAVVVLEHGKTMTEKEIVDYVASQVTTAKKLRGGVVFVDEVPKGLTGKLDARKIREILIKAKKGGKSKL
NF-kB neuron act = raises NF-kB expression in human neuronal cells; fold change at 12.5 µM; NF-kB reporter expression; stronger effect = higher value; actives 1.6% (n = 190,000); in the data active = fold change above about 3.3
FLuc act counter = affects firefly luciferase, flagging false hits in luciferase stimulation screens. activation factor at 10 µM. 200,000 tested, under 10 active. ATPlite luciferase biochemical, luminescence, 10 min; 0 = ATP-free wells, 1 = DMSO control. P08659. AID 1027;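 active = luciferase activation factor, scaled between plate controls, of at least 2 with compound at 10 µM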
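Material: Luciferase/luciferin reagent mix; Doses: test compounds dosed from 2 mM stocks in 100% DMSO; Schedule: 10 min incubation after luciferase reagent addition, room temperature; Measured by: luminescence from luciferase reaction; Read-out: luminescence gain marking luciferase activators.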
bIAP act = intestinal alkaline phosphatase (bovine) activation. purified bovine IAP, CDP-star luminescence, 30 min; stronger effect = higher value; fold of DMSO-control signal, blank-subtracted. actives 0.17% (n = 200,000). activation factor at 20 µM;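 active = activation factor of 2 or more at 20 µM, a signal rise over negative controls twice the positive control's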
TNAP inh hiacc = inhibitors of human TNAP at high phosphate acceptor concentration; inhibition, % at 20 µM; P05186; actives 0.03% (n = 200,000); purified TNAP, CDP-star luminescence, 1 M DEA;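 active = over 50% inhibition of tissue-nonspecific alkaline phosphatase at 20 µM in the single-dose screen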;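 also: plate controls were DMSO wells for no effect and EDTA-quenched wells as full inhibition for full effect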
* hit, by the source's call; . = no result given.

SMILES	APP 5'UTR act	TNAP inh noacc	TNAP act hi DEA	PMI act satM6P	PMI act	FLuc inh counter	NF-kB neuron act	FLuc act counter	bIAP act	TNAP inh hiacc
Cc1cc(C)nc(NS(=O)(=O)c2ccc(NC(=O)c3cccs3)cc2)n1	-8.9	-12.0	1.1	1	1	1.2	0.99	1	0.9	-6.4
COc1ccc(NC(=O)c2ccccc2-c2ccccc2)c(C)c1	-0.8	-6.2	1	0.8	0.9	-5.1	1.09	1.1	1.1	1.1
Cc1ccccc1/C=N/Nc1ccc(Cl)nn1	1.2	-7.5	1	1.4	1.4	-3.4	0.9	1	1	-0.4
Oc1c(C(c2cccc(F)c2)N2CCN(Cc3ccccc3)CC2)sc2ncnn12 (stereo not drawn)	22.2	9.5	1	1.1	1.1	-6.1	0.8	1.1	1.1	2.0
COc1ccc(Br)cc1C(=O)NCc1cccnc1	6.2	-9.2	1	0.9	0.9	-5.7	1.26	1.1	1	-4.3
Cc1ccc(-c2nnn(CC(=O)NCCC3=CCCCC3)n2)cc1	4.6	-14.2	1	1.1	1.1	-2.8	1.21	1	1.2	-2.7
CC(C)(C)S(=O)(=O)c1cnc2c(S(=O)(=O)c3ccccc3)cnn2c1N	9.7	-5.8	1	0.7	1.2	-2.9	1.19	1	1	0.2
CCn1c(SCC(=O)NCc2ccccc2)nnc1-c1c[nH]c2ccccc12	20.0	-10.2	1	0.9	0.9	-4.9	0.86	1	1	-4.1
COc1ccccc1-n1cnc(N)c1C(C)=O	4.6	-15.3	1.1	0.9	0.9	-9.6	1.05	1.1	1	-6.3
COc1ccc(-c2nc(NC(=O)CSc3nnc(C)s3)ns2)cc1	0.1	-6.8	1	0.8	0.8	9.4	1.15	0.9	1	-0.9
Cc1ccc(CSCCNC(=O)c2ccc(NS(C)(=O)=O)cc2)cc1	-6.3	-10.2	1.1	1.1	1	-3.4	1.04	1	1.1	-5.6
COC(=O)[C@H](CCSC)NC(=O)Nc1ccc(OC)cc1	-16.2	-10.5	1.1	0.9	0.9	-6.9	1.15	1.1	0.9	-8.4
O=C(Nc1cc(C(F)(F)F)ccc1N1CCCC1)c1cccnc1	6.3	-19.0	1.1	1	1	-8.7	1.26	1.1	0.9	-8.3
Cc1ccc(Sc2ccc([N+](=O)[O-])cc2[N+](=O)[O-])nc1	6.4	-9.1	1	1	1.1	-7.0	1.51	1.1	1	-4.4
CC(=O)c1ccc(Nc2c(C)n(C)n(-c3ccccc3)c2=O)cc1	6.2	-5.3	1	1	1.1	-8.3	1.04	1.1	0.9	-1.4
Cc1cc(N)n2ncc(-c3cccc(Br)c3)c2n1	96.0	12.6	1	0.9	1	-2.0	2.1	1	0.8	-4.7
CCOC(=O)c1c(C)[nH]c(C(=O)NCc2ccccc2OC)c1C	.	-15.4	1.1	0.9	1	-2.5	.	1	1	-7.0
CCn1nc(C)c(NC(=O)Nc2cccc(Cl)c2Cl)c1C	2.2	-15.4	1.1	1	1	-3.3	1.11	1	1.1	-5.4
CCNC(=O)COC(=O)c1ccc(-c2nc3ccccc3s2)s1	52.0	-11.8	1	1	1	86.7*	1.09	0.1	1.1	-1.5
CN1CCN(C(=O)c2ccccc2NC(=O)c2cccs2)CC1	-8.1	-13.2	1	1	1.1	-5.4	1.03	1.1	0.5	-3.7
COc1cccc(/C=N/NC(=O)CC(=O)NCCc2ccccc2)c1OC	5.6	-5.9	1	0.9	1.1	0.8	0.98	1	1	-2.3
Cc1cc(CNC(=O)[C@H]2C[C@@H]2[C@H](NP(=O)(c2ccccc2)c2ccccc2)c2ccccc2)nn1C	-10.0	-15.5	1	0.9	0.9	4.2	0.92	1	0.9	-1.8
CC(C)Cn1c(SCC(=O)Nc2cccc(S(N)(=O)=O)c2)nc2ccccc2c1=O	-12.3	-2.6	1	1	1.1	-4.7	0.93	1	1.1	-0.9
C#CCOCCOCCOCCNc1nc(N2CCOCC2)nc(N2CCN(C(=O)[C@H](CCC(=O)O)n3cc(C(N)[C@H](C)CC)nn3)CC2)n1 (stereo partly drawn)	5.4	-7.8	1	1.3	1.3	-5.8	1.17	1.1	1.1	-4.2
CCOC(=O)c1ccc2c(c1)nc(SCC(=O)NC(C)C)n2CC	1.0	1.3	1.1	1	1.1	-5.8	0.97	1.1	1.1	-9.1
COC(=O)C1=C(C)NC(=S)NC1c1ccc(-c2cccc(Cl)c2)o1 (stereo not drawn)	-4.3	6.8	1	1.1	1.1	-2.6	1.01	1	1.2	-1.3
S=C(Nc1ccc(Cl)cc1)N1CCCC1	26.9	-17.9	1	1.1	1.1	1.5	1.17	1	1.1	-4.8
O=C(c1ccco1)N1CCN(c2nc(C(F)(F)F)nc3c2nnn3Cc2ccccc2)CC1	-1.3	-3.9	1	0.8	0.9	-3.8	0.77	1	1	-1.4
Cc1ccc(-c2csc3ncnc(N4CCc5ccccc5C4)c23)cc1	-1.3	-8.2	1	0.9	0.9	-0.9	0.81	1	1.4	-2.2
Cc1cc(C)nc(N/C(=N\S(=O)(=O)Cc2ccccc2)Nc2ccccc2Br)n1	-0.5	-5.5	1	0.9	1	-1.6	0.84	1	1.3	-3.1
CN1CCC(=NNc2ccc(S(=O)(=O)N3CCOCC3)cc2[N+](=O)[O-])CC1	5.2	-5.8	0.9	0.9	0.9	-5.5	0.92	1.1	0.9	9.4
Cc1ccc2cc(CN(CC3CCCO3)C(=O)Nc3ccccc3F)c3nnnn3c2c1 (stereo not drawn)	17.8	-14.5	1.1	0.9	0.9	0.8	1.19	1	1	-7.9
N#CC1=C(N)Oc2n[nH]c(-c3cccs3)c2C1C1C=CCCC1 (stereo not drawn)	-4.0	53.5*	1	0.9	1	-6.1	1.29	1.1	0.9	-4.6
CCOC(=O)C[N+](CC)(CC)CC#Cc1ccccc1	5.0	-20.8	1	1.1	1	-3.9	0.89	1	0.9	-2.5
O=C(NCCCN1CCCC1=O)c1cccc(N2CCCC2=O)c1	2.5	-16.9	1	0.9	0.8	-4.4	1.06	1	0.9	-4.6
Cc1c(C(=O)Nc2ccccc2)oc2c1C(=O)CC(C)(C)C2	-3.6	-7.1	1.1	1	0.9	0.8	1.54	1	0.9	-6.0
CCOc1cc(/C=N/NC(=O)C(=O)N2CCCC2)ccc1O	-10.1	-5.4	1	0.9	0.9	-2.8	1.12	1	1	-1.1
CCCCC(=O)Nc1cc(-c2nc3ncccc3o2)ccc1C	-0.5	-6.9	1.1	1	1	-5.5	0.87	1.1	1	-6.7
O=[N+]([O-])c1cc(S(=O)(=O)C(F)(F)F)ccc1Sc1nc2ccccc2[nH]1	-17.7	-11.6	1	0.9	0.9	-6.7	0.65	1.1	0.9	-0.1
CCOC(=O)c1[nH]c2ccccc2c1NC(=O)c1ccco1	2.5	-7.2	1	0.9	0.9	-2.1	0.76	1	0.9	-1.9
Cc1cc(S(=O)(=O)NCC(C)C)ccc1OCC(=O)NCc1ccccn1	-4.6	-8.5	1	1	1	-3.5	1.05	1	1	-1.1
Cc1nn(CCC(N)=S)c2nc(-c3cccs3)cc(C(F)(F)F)c12	-9.6	-64.5	0.9	0.8	0.7	-3.3	0.94	1	1.1	5.6
Cc1ccccc1OCCNC(=O)c1ccccc1Sc1ccccc1C#N	-2.3	-1.0	1.1	1	1.1	-8.9	0.95	1.1	0.9	-5.1
O=C(c1ccc(-n2c(SCc3cccc(F)c3)nc3ccccc3c2=O)cc1)N1CCOCC1	-6.8	-2.3	1.1	0.8	0.8	-2.8	0.73	1	1	-5.0
C=C(C)CN=C1SC(C(=O)Nc2sc3c(c2C(=O)OC)CCC3)C(N)=C1C(N)=O (stereo not drawn)	-13.5	-6.1	1.1	1	1	-4.3	0.92	1	1.6	-5.6
O=c1c(-c2ccc(F)cc2)coc2c3c(ccc12)OCCO3	18.5	-6.6	1.1	1.1	1	-0.8	1.4	1	0.9	-11.0
CC(Sc1cccc2cccc(C(=O)O)c12)C(=O)O (stereo not drawn)	3.3	-0.7	1	1.1	1	2.7	1.22	1	1	4.9
C=C(C)CSc1[nH]c(=O)cc(C)c1C#N	12.2	-12.9	1.1	1	0.9	-8.4	1.13	1.1	1	-5.5
O=C(COC(=O)CCCc1c[nH]c2ccccc12)Nc1ccc2c(c1)OCO2	7.3	-8.6	1	1	1	-0.4	1.14	1	0.8	-3.5
Cc1sc2nc(SCC(=O)Nc3c(C)n(C)n(-c4ccccc4)c3=O)n(C)c(=O)c2c1C	12.8	-14.3	1.1	1	0.9	-10.5	0.61	1.1	0.9	-5.5

Quoted from above (10 entries):
SMILES	APP 5'UTR act	TNAP inh noacc	TNAP act hi DEA	PMI act satM6P	PMI act	FLuc inh counter	NF-kB neuron act	FLuc act counter	bIAP act	TNAP inh hiacc
Cc1cc(S(=O)(=O)NCC(C)C)ccc1OCC(=O)NCc1ccccn1	-4.6	-8.5	1	1	1	-3.5	1.05	1	1	-1.1
Cc1nn(CCC(N)=S)c2nc(-c3cccs3)cc(C(F)(F)F)c12	-9.6	-64.5	0.9	0.8	0.7	-3.3	0.94	1	1.1	5.6
Cc1ccccc1OCCNC(=O)c1ccccc1Sc1ccccc1C#N	-2.3	-1.0	1.1	1	1.1	-8.9	0.95	1.1	0.9	-5.1
O=C(c1ccc(-n2c(SCc3cccc(F)c3)nc3ccccc3c2=O)cc1)N1CCOCC1	-6.8	-2.3	1.1	0.8	0.8	-2.8	0.73	1	1	-5.0
C=C(C)CN=C1SC(C(=O)Nc2sc3c(c2C(=O)OC)CCC3)C(N)=C1C(N)=O (stereo not drawn)	-13.5	-6.1	1.1	1	1	-4.3	0.92	1	1.6	-5.6
O=c1c(-c2ccc(F)cc2)coc2c3c(ccc12)OCCO3	18.5	-6.6	1.1	1.1	1	-0.8	1.4	1	0.9	-11.0
CC(Sc1cccc2cccc(C(=O)O)c12)C(=O)O (stereo not drawn)	3.3	-0.7	1	1.1	1	2.7	1.22	1	1	4.9
C=C(C)CSc1[nH]c(=O)cc(C)c1C#N	12.2	-12.9	1.1	1	0.9	-8.4	1.13	1.1	1	-5.5
O=C(COC(=O)CCCc1c[nH]c2ccccc12)Nc1ccc2c(c1)OCO2	7.3	-8.6	1	1	1	-0.4	1.14	1	0.8	-3.5
Cc1sc2nc(SCC(=O)Nc3c(C)n(C)n(-c4ccccc4)c3=O)n(C)c(=O)c2c1C	12.8	-14.3	1.1	1	0.9	-10.5	0.61	1.1	0.9	-5.5
